IL2 activator – activators of IL-2. activation, % (series mostly up to about 46 µM). actives 0.065% (n = 360,000). IL-2 activation reporter assay, cell-based qHTS; stimulated with anti-CD3/CD4/CD28 beads; in transgenic mouse T cells. AID 652025; in the data active = activation above about 50%; inconclusive = mostly about 30% to 49%; also: 0% is about no effect
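Readout: EGFP and DsRed signals by fluorescent plate cytometry. Unstimulated transgenic mouse T cells received compound 60 min before antibody-bead stimulation, then incubated 18 h at 37 degrees C.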
Nrf2 ARE act – activates Nrf2 signaling | AREc32 ARE-luciferase reporter (MCF7-derived line), luminescence, 24 h | Potency, µM (doses to about 46.1 µM), without a hit: top-dose activation, actives largely listed as activators | actives 0.31% (n = 410,000) | AID 624171; also: potency is read from the fitted curve at half-maximal effect; % of control where 0% means no effect; nearly all actives have a fitted effect of over 65% in size
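Cells of the AREc32 ARE-luciferase line are plated in OPTI-MEM containing 5% FBS and left overnight at 37 deg C. Compounds are pinned in, incubation continues 24 hr, and firefly luciferase signal is then measured.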
ATXN2 expr inh – ATXN2 expression inhibition; actives 0.72% (n = 360,000); AID 1745845; HEK-293 ATXN2-luciferase reporter, luminescence, 24 h; Potency, µM (series often up to 57 µM), without a hit: at the top dose activity change, negative = inhibition, actives largely listed as inhibitors; also: potency is read from the fitted curve at half-maximal effect; % is scaled to controls: 0 for no effect and ±100 for the full control effect; nearly all actives have a fitted effect of over 55% in size
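ATXN2-luciferase reporter cells (luciferase flanked by upstream and downstream ATXN2 gene portions) were treated 24 h at 37 °C with compounds at up to 57 uM. SteadyGlo luminescence gave expression; GF-AFC fluorescence gave viability.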
A549 viability – A549 cytotoxicity, counter-screen for Nrf2 inhibitors | Potency, µM (top dose mostly 46 µM), for inactives: at the top dose activity change, negative = cytotoxicity, usual class: inhibitors | A549 ARE-Fluc cells, CellTiter-Fluor viability, 18-24 h | actives 0.16% (n = 390,000); also: potency is read from the fitted curve at half-maximal effect; % is scaled to controls: 0 for no effect and ±100 for the full control effect
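A549 ARE-Fluc cells in 5% FBS OPTI-MEM, 5000 cells/well, rested 2 h then exposed to compounds in concentration-response for 18-24 h at 37 °C. Viability by CellTiter-Fluor fluorescence (Ex 405/Em 525) after 30 min; luciferase luminescence (BugLite, 15 min, RT) read afterwards.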
EPAC2 ag – activates human EPAC2 exchange factor; EPAC2 activation, biochemical qHTS; response scale: 100% = 6.5 mM cAMP response; actives 0.079% (n = 360,000); Potency, µM (top dose mostly 154 µM), inactives show at the top dose activation, usual class: activators; AID 720711; also: potency is read from the fitted curve at half-maximal effect; nearly all actives have a fitted effect of over 50% in size
Target sequence (Q8WZA2 whole entry, looked up): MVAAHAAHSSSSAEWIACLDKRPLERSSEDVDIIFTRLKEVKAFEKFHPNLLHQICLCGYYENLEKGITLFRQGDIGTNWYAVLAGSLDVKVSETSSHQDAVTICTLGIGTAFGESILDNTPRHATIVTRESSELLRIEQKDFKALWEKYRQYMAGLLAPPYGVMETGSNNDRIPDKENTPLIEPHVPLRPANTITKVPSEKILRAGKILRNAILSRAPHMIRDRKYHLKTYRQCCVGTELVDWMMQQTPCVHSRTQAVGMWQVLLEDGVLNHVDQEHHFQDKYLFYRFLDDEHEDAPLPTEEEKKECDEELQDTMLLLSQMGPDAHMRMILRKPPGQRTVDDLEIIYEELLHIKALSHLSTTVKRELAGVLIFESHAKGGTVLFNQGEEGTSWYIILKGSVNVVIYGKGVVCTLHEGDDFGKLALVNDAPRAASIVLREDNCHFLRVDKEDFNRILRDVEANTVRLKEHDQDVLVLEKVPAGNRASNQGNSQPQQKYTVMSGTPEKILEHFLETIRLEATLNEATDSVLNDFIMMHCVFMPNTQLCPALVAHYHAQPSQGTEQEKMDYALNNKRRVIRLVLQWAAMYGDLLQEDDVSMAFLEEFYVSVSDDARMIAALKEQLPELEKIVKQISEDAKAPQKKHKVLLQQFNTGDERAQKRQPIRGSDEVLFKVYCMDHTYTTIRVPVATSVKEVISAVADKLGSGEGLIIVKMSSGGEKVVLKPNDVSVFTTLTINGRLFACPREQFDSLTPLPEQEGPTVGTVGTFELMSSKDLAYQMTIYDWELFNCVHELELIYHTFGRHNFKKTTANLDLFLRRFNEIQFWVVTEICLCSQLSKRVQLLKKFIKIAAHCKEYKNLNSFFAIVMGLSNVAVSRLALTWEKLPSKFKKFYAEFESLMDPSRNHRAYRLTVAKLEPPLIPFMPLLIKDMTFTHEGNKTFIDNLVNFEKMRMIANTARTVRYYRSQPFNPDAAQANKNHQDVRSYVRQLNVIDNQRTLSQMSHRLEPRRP
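Compounds were added across a concentration range to EPAC2 (100 nM), RAP1B-BODIPY-GDP (250 nM) and GDP (50 uM). After 5 min at room temperature, fluorescence was recorded at 5-min intervals for 30 min.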
HepG2 tox – counter-screen for TGF-b inhibitors: cytotoxicity in HepG2 cells. HepG2 CAGA-GFP viability, ATP luminescence, 18 h. Potency, µM (highest dose often 46.1 µM), for the others: at the highest dose activity change, negative = cytotoxicity, actives largely listed as cytotoxic. actives 0.76% (n = 410,000); also: potency is read from the fitted curve at half-maximal effect; some results filed as inactive show a strong effect at the top dose
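CellTiter-Glo luminescence gave cytotoxicity after 18 hours at 37 degrees C. The cells were HepG2 CAGA-GFP in 1% FBS DMEM, stimulated with 500 pg/mL TGF-beta after compound addition. %Activity was normalised to no-cell wells (complete cell-killing) and DMSO (no toxicity), and curves were fitted and classified.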
S2 tox – cell viability loss in ATXN counter-screen; S2 cells (HEK-293 line with an ATXN2-luciferase reporter) viability, CellTiter-Fluor protease fluorescence, 24 h; Potency, µM (top dose mostly 56.7 µM), actives largely listed as cytotoxic; actives 0.49% (n = 400,000); also: potency is read from the fitted curve at half-maximal effect; nearly all actives have a fitted effect of over 40% in size
Nrf2 inh – inhibitors of Nrf2 signaling | A549 ARE-Fluc reporter, luciferase luminescence, 18-24 h | Potency, µM (highest dose often 46 µM), without a hit: at the highest dose activity change, negative = inhibition, actives largely listed as inhibitors | actives 2.1% (n = 360,000) | AID 504444; also: potency is read from the fitted curve at half-maximal effect; % is scaled to controls: 0 for no effect and ±100 for the full control effect; nearly all actives have a fitted effect of over 60% in size
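A549 ARE_Fluc cells, 5000/well, 5% FBS OPTI-MEM; compounds in dose-response, 18-24 h at 37 °C/5% CO2; CellTiter-Fluor viability read (Ex 405/Em 525), then BugLite luciferase luminescence = Nrf2 activity.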
TGFb SMAD3 inh – inhibitors of TGF-b signaling; HepG2 CAGA-GFP TGF-b/SMAD3 reporter, GFP fluorescence, 18 h; TGF-beta stimulated, 500 pg/mL final; Potency, µM (top dose mostly 46.1 µM), inactives show top-dose activity, negative = inhibition, hits mostly inhibitors; actives 1.2% (n = 410,000); AID 588855; also: potency is read from the fitted curve at half-maximal effect; % is scaled to controls: 0 for no effect and ±100 for the full control effect; nearly all actives have a fitted effect of over 65% in size
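Cell-based qHTS in HEPG2 carrying a CAGA-GFP Smad reporter; compounds added before 500 pg/mL final TGF-beta, 18 h incubation at 37 degrees C, GFP fluorescence quantified per cell by imaging cytometry.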
Active calls of the source: *; i = inactive; ? = inconclusive; . = no result given; [ ] = dose if it differs, or a comment. Unless noted, calls follow the shape of the dose curve; as a rule, active = well fitted curve in the direction sought with a large enough effect; inconclusive = small, poorly fitted or top-dose-only effect, or another doubt; inactive = no such curve, though single readings can be large; an effect the other way counts as inactive or inconclusive. This is a subset, so the mix of outcomes need not match the whole.

Key to letters: A = IL2 activator; B = Nrf2 ARE act; C = ATXN2 expr inh; D = A549 viability; E = EPAC2 ag; F = HepG2 tox; G = S2 tox; H = Nrf2 inh; I = TGFb SMAD3 inh
COc1ccc(CCNCc2sccc2C)cc1
  A: 0.6; B: 0.6%; C: -1%; D: 2%; E: 5%; F: -14%; G: i; H: 4%; I: 8%
COc1cc(/C=C/C(=O)c2c(O)n(CCc3ccccc3)c(=O)[nH]c2=O)ccc1O
  A: -1.5; B: ?; C: -1%; D: -9%; E: 8%; F: -6%; G: ?; H: 4%; I: 0%
Cc1ccc2c(c1)N(N=O)CCC2
  A: 0.5; B: 0.6%; C: 5%; D: 5%; E: -4%; F: 2%; G: ?; H: 1%; I: 12%
COc1ccc(C2NCc3ccccc3-n3cccc32)cc1 (stereo not given)
  A: -0.7; B: 2.8%; C: 0%; D: -4%; E: 7%; F: -37%; G: i; H: 0%; I: -23%
CCn1c(O)c(C=Nc2ccc(N3CCOCC3)cc2)c(=O)n(CC)c1=S
  A: 1.6; B: -0.1%; C: ?; D: -17%; E: 100µM*; F: -27%; G: i; H: ?; I: 4%
COC(=O)C1=C(c2ccc(C(C)=O)cc2)C[C@@H]2CC[C@H]1N2C(=O)N1CCCCC1
  A: -0.7; B: 10%; C: -6%; D: -9%; E: 0%; F: 4%; G: i; H: 16%; I: -5%
C/C(=N\N(C)c1ccccc1)c1c(O)[nH]c(=O)[nH]c1=O
  A: 0.9; B: 0.8%; C: -25%; D: -2%; E: 11%; F: -39%; G: i; H: -20%; I: 6%
COC(=O)C1=C(c2ccccc2OCc2ccccc2)C[C@@H]2CC[C@H]1N2C(=O)NC1CCN(Cc2ccccc2)CC1
  A: -0.8; B: -5.2%; C: ?; D: ?; E: 8%; F: -10%; G: ?; H: -3%; I: ?
Cc1ccsc1C(=O)C1CCCN(Cc2cnc(N3CCOCC3)s2)C1 (stereo not given)
  A: 0.0; B: 2.0%; C: -18%[11.3 µM]; D: ?; E: 14%; F: -1%; G: i; H: 18µM*; I: 3%
c1ccc2sc(C3CCNCC3)nc2c1
  A: 1.5; B: 0.0%; C: 11%; D: 4%; E: 5%; F: -1%; G: i; H: 2%; I: 5%
O=C(c1ccc(Cl)cc1)C1CCCN(Cc2cccc3cnccc23)C1 (stereo not given)
  A: -0.5; B: 2.9%; C: .; D: -10%; E: 20%; F: -50%; G: ?; H: ?; I: ?
NC(=O)Cn1cc(C=C2C(=O)NC(=O)NC2=O)c2ccccc21
  A: -1.5; B: 0.3%; C: 13%; D: -4%; E: 19%; F: -6%; G: i; H: -1%; I: -5%
COc1c(C)cc(Br)cc1C(=O)Nc1ccc(-c2nc3ncccc3o2)cc1
  A: .; B: 0.0%; C: -10%; D: -11%; E: .; F: -22%; G: i; H: ?; I: 6%
Nc1c(C(=O)OC2CCCCC2)c2nc3ccccc3nc2n1CC1CCCO1 (stereo not given)
  A: -0.6; B: -0.1%; C: 4%; D: -19%; E: 3%; F: 18%; G: i; H: 23µM*; I: 2%
O=C(C1CC(c2ccc(Cl)c(Cl)c2)=NO1)N1CCC2(CC1)OCCO2 (stereo not given)
  A: 4.7; B: -0.1%; C: 47%[activator]; D: 2%; E: 4%; F: -1%; G: i; H: 5%; I: 0%
COc1ccc(-c2nn(-c3ccccc3)cc2C(=O)N2c3ccc(C)cc3C3CN(C)CCC32)cc1 (stereo not given)
  A: -1.6; B: 8.0%; C: -26%; D: 6%; E: 7%; F: -42%; G: i; H: -7%; I: 10µM*
COc1ccc(NC(=O)c2c(C)nn(Cc3ccccc3Cl)c2Cl)cc1Cl
  A: -3.0; B: -0.6%; C: -12%; D: 9%; E: -1%; F: -2%; G: ?; H: -4%; I: 2%
Nc1c(C(=O)Nc2cccc(F)c2)sc2nc(-c3cccs3)ccc12
  A: .; B: 4.4%; C: -7%; D: 1%; E: .; F: -32%; G: i; H: -6%; I: 8%
CCCOC(=O)C1C2CCC(O2)C1C(=O)O (stereo not given)
  A: 0.6; B: 2.8%; C: 12%; D: 0%; E: 0%; F: 15%; G: i; H: 17%; I: -5%
CN1OC[C@@H]2CN[C@H](c3ccc(Br)cc3)C[C@@H]21
  A: -1.9; B: -0.4%; C: 12%; D: .; E: 12%; F: -12%; G: i; H: .; I: 2%
O=C(c1cccn2c(=O)c3cc(Cl)ccc3nc12)N1CCC2(CC1)OCCO2
  A: -0.7; B: 0.8%; C: -13%; D: 4%; E: -2%; F: -2%; G: .; H: .; I: -1%
c1ccc(P(c2ccccn2)c2ccccn2)cc1
  A: -1.0; B: -0.9%; C: .; D: -9%; E: -2%; F: 7%; G: i; H: 4%; I: -9%

For convenience, 9 of the compounds above:
Key to letters: A = IL2 activator; B = Nrf2 ARE act; C = ATXN2 expr inh; D = A549 viability; E = EPAC2 ag; F = HepG2 tox; G = S2 tox; H = Nrf2 inh; I = TGFb SMAD3 inh
COc1ccc(CCNCc2sccc2C)cc1
  A: 0.6; B: 0.6%; C: -1%; D: 2%; E: 5%; F: -14%; G: i; H: 4%; I: 8%
COc1cc(/C=C/C(=O)c2c(O)n(CCc3ccccc3)c(=O)[nH]c2=O)ccc1O
  A: -1.5; B: ?; C: -1%; D: -9%; E: 8%; F: -6%; G: ?; H: 4%; I: 0%
Cc1ccc2c(c1)N(N=O)CCC2
  A: 0.5; B: 0.6%; C: 5%; D: 5%; E: -4%; F: 2%; G: ?; H: 1%; I: 12%
COc1ccc(C2NCc3ccccc3-n3cccc32)cc1 (stereo not given)
  A: -0.7; B: 2.8%; C: 0%; D: -4%; E: 7%; F: -37%; G: i; H: 0%; I: -23%
CCn1c(O)c(C=Nc2ccc(N3CCOCC3)cc2)c(=O)n(CC)c1=S
  A: 1.6; B: -0.1%; C: ?; D: -17%; E: 100µM*; F: -27%; G: i; H: ?; I: 4%
COC(=O)C1=C(c2ccc(C(C)=O)cc2)C[C@@H]2CC[C@H]1N2C(=O)N1CCCCC1
  A: -0.7; B: 10%; C: -6%; D: -9%; E: 0%; F: 4%; G: i; H: 16%; I: -5%
C/C(=N\N(C)c1ccccc1)c1c(O)[nH]c(=O)[nH]c1=O
  A: 0.9; B: 0.8%; C: -25%; D: -2%; E: 11%; F: -39%; G: i; H: -20%; I: 6%
COC(=O)C1=C(c2ccccc2OCc2ccccc2)C[C@@H]2CC[C@H]1N2C(=O)NC1CCN(Cc2ccccc2)CC1
  A: -0.8; B: -5.2%; C: ?; D: ?; E: 8%; F: -10%; G: ?; H: -3%; I: ?
Cc1ccsc1C(=O)C1CCCN(Cc2cnc(N3CCOCC3)s2)C1 (stereo not given)
  A: 0.0; B: 2.0%; C: -18%[11.3 µM]; D: ?; E: 14%; F: -1%; G: i; H: 18µM*; I: 3%

Compound activity as filed in PubChem BioAssay.
